# GCN5L2 inh – qHTS Assay for Inhibitors of GCN5L2 | Histone acetyltransferase KAT2A (Homo sapiens), Q92830 | GCN5L2 HAT assay, ThioGlo1 CoA-SH fluorescence | Potency, µM (series often up to 58.9 µM), for the others: at the highest dose activity change, negative = inhibition, most hits filed as inhibitors | actives 0.21% (n = 390,000)
# Target sequence (Q92830 whole entry, looked up): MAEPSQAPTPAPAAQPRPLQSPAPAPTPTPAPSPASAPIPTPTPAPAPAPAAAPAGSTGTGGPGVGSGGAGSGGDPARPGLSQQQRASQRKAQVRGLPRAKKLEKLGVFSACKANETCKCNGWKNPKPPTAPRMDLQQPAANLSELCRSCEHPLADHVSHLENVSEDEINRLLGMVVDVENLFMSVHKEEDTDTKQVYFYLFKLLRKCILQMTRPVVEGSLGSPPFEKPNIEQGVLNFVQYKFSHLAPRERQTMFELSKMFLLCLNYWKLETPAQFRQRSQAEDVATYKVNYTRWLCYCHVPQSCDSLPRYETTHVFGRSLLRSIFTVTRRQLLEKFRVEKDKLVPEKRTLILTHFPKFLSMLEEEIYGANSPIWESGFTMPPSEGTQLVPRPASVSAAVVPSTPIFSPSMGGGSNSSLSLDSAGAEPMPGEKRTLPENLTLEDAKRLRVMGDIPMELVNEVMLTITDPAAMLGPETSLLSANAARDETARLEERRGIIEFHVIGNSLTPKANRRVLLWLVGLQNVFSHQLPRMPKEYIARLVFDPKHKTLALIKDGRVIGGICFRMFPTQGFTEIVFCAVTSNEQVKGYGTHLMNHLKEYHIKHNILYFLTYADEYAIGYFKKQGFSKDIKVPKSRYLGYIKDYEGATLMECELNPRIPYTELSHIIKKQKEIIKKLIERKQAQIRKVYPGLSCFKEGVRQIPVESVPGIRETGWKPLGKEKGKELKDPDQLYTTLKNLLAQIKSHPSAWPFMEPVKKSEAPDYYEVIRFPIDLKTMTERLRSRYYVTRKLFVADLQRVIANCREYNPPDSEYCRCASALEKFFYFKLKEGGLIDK
#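 qHTS, 1536-well. 20nM enzyme, pH 7.5 HEPES/EDTA/Tween-20 buffer; 15 min compound preinc., RT. Start: 75uM H3(1-25), 70uM AcCoA, 50uM ThioGlo1. Read Ex340/Em540 at t=0 (autofluorescence flag) and t=20 min.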
# N370S GC mod – qHTS Assay for Inhibitors and Activators of N370S glucocerebrosidase as a Potential Chaperone Treatment of Gaucher Disease | N370S GC spleen homogenate, 4MU-glucoside fluorescence | actives 0.092% (n = 330,000) | Lysosomal acid glucosylceramidase (Homo sapiens), P04062 | Potency, µM (highest dose often 59.4 µM), for the others: at the top dose activity change, negative = inhibition, usual class: inhibitors;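 further: 0% = full enzyme activity and -100% = no enzyme basal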
# FEN1 inhibitor – qHTS Assay for the Inhibitors of Human Flap endonuclease 1 (FEN1); P39748; actives 0.35% (n = 390,000); Potency, µM (series often up to 114 µM), for inactives: at the highest dose activity change, negative = inhibition, hits mostly inhibitors; Recombinant FEN1 flap cleavage, fluorescence, 15 min; further: nearly all actives have a fitted effect of over 65% in size
#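 Read-out was taken twice, immediately and after 15 min, following addition of 50 nM substrate to 10 nM FEN1 that had sat with test compound for 15 min at room temperature. Curves came from a four-parameter Hill model.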
# The depositor's hits bear a star; ? = inconclusive; . = no result given; & = joins results of further samples; [ ] = dose if it differs, or a comment. The call rests on the fitted dose curve; in most records, active means well fitted curve in the direction sought with a large enough effect; inconclusive means small, poorly fitted or top-dose-only effect, or another doubt; inactive means no such curve, though single readings can be large; an effect the other way counts as inactive or inconclusive. Unless noted, on the % scale 0 is the no-effect control and ±100 the full control effect; potency means the concentration at half of the fitted maximal effect.
SMILES,GCN5L2 inh,N370S GC mod,FEN1 inhibitor
CCOC(=O)C1=C(N)N(c2ccccc2)C(=O)C1,93%[activator],6%,-6%
CCOC(=O)c1ccccc1NC(=O)Cc1sc(-c2cccnc2)nc1-c1ccc(C)cc1,-11%,-23%,.
O=S(=O)(c1ccccc1)n1cc(-c2ccccn2)c(N2CCOCC2)n1,-8%,2%,-2%
c1ccc(C2Nc3ccccc3Oc3ccccc32)cc1 (stereo not drawn),-11%,10%,-23%
Cn1cnc(S(=O)(=O)N2CCC(C(=O)Nc3ccc(F)cc3F)CC2)c1,-3%,.,0%
Cc1n[nH]c(=O)c2c(NC(=O)CSc3nn(-c4ccc(F)cc4)c(=S)s3)oc(C)c12,1%,0%,-8%
Cc1ccc(SCc2cn3cc(Cl)ccc3n2)cc1,-2%,-5%,-11%
CCOC(=O)c1[nH]c(C)c(C(=O)Nc2ccc3c(c2)OCCO3)c1C,?,14%,-21%
COc1ccc(CNCCC(c2ccc(OC)cc2)c2ccccc2OC)cc1 (stereo not drawn),?,?,11%
Cc1ccc(OCCNC(=O)CNC(=O)c2ccc(C)cc2)cc1,1%,-9%,28%
COc1ccc(/C=N/OCC(=O)N(Cc2ccc(OC)cc2)c2ccccc2C(=O)O)cc1,-7%,-8%,6%
Cc1nc(S(=O)(=O)N(C)Cc2ccccc2)c(C#N)c(C)c1Cl,-12%,-14%,-6%
COc1ccc(NC(=S)N(CCCOC(C)C)C2CCN(C(C)=O)CC2)cc1Cl,-2%,-12%,4%
O=C(NCC(c1cccs1)N1CCOCC1)c1ccc(Cl)nc1 (stereo not drawn),-10%,.,-12%
CCN(CC)S(=O)(=O)c1ccc(NCc2ccccn2)nc1,-1%,-3%,20%
Brc1cccc(-c2nn(-c3ccccc3)c3c2cnc2cc4c(cc23)OCO4)c1,-4%,.,16%
CC(C)(C)c1ccc(OCc2nc3ccccc3n2CCOc2ccccc2)cc1,-4%,.,-10%
Cc1ccc(C(=O)N2CCC(C(=O)NC3CCCC3)CC2)cc1,0%,2%,1%
COc1ccc(C2(C)NC(=O)N(CC(=O)NCc3ccccc3F)C2=O)cc1 (stereo not drawn),-4%,-7%,0%
Cc1noc(C)c1C(=O)N1CCC2(CCN(C(=O)NC(C)C)CC2)CC1,-3%,2%,.
CS(=O)(=O)N1CCN(C(=O)Cc2ccc(Br)cc2)CC1,-23%,-18%,20%
CC(CCc1ccccc1)NCC(O)COc1ccccc1 (stereo not drawn),-3%,-1%,-8%
Cc1ccc(S(=O)(=O)c2cc3ccc(O)cc3oc2=O)cc1C,?,?,-11%
CCOc1ccccc1N1CCN(C(=O)c2ccc(-c3ccc(OC(C)=O)cc3)cc2)CC1,-7%,-6%,?

# In another format: 2 of the compounds above.
O=S(=O)(c1ccccc1)n1cc(-c2ccccn2)c(N2CCOCC2)n1
  GCN5L2 inh = -8% | N370S GC mod = 2% | FEN1 inhibitor = -2%
c1ccc(C2Nc3ccccc3Oc3ccccc32)cc1 (stereo not drawn)
  GCN5L2 inh = -11% | N370S GC mod = 10% | FEN1 inhibitor = -23%

# More entries follow:
SMILES,GCN5L2 inh,N370S GC mod,FEN1 inhibitor
COc1ccccc1C1C(C#N)=C(N)N(N(C)C)C2=C1C(=O)CC(C)(C)C2 (stereo not drawn),-2%,-8%,-6%
Cn1cc(S(=O)(=O)c2ccccc2)c(=O)c2cc(F)c(N3CCOCC3)cc21,-6%&-11%,26%,-6%&-2%
CC1CC(C)CN(C(=O)CNS(=O)(=O)c2ccc(Br)s2)C1 (stereo not drawn),2%,10%,7%
CC(C)OC(=O)c1c(NC(=O)c2cc3nc(-c4ccccc4)cc(C(F)(F)F)n3n2)sc2c1CCCC2,-8%,.,12%
COc1ccc(/C=C2\SC(=O)N(CC(=O)NC3CCS(=O)(=O)C3)C2=O)cc1 (stereo not drawn),1%,9%,14%
Cc1cc(C)nc(-n2cc(C(=O)c3cc(F)ccc3O)cn2)n1,4%,-1%,-2%
Cc1ccc(C(=O)NCC(=O)N(C)Cc2ccc(Cl)cc2Cl)s1,8%,2%,1%
CS(=O)(=O)N(CC(=O)NCCSCc1ccccc1Cl)c1ccc(F)cc1,-2%,-1%,13%
COc1cccc(NC(=O)COC(=O)C2CC3CCCC(C2)C3=O)c1 (stereo not drawn),2%,.,3%
O=C(NCCNc1ccc([N+](=O)[O-])cc1)c1ccccc1Br,35%[activator],-33%,2%
COc1ccccc1S(=O)(=O)Cc1ccc(C(=O)N2CCN(c3ccccc3)CC2)o1,-4%,-20%,0%
C=CCn1c(SCC(=O)Nc2cc(C)on2)nnc1C1COc2ccccc2O1 (stereo not drawn),-4%,-7%,-17%
O=C(N/N=C/c1ccccn1)c1cccc(S(=O)(=O)N2CCCC2)c1,-22%,-8%,-11%
CNC(=S)N(Cc1ccc(OC)cc1)C1CC(=O)N(c2ccc(OC)cc2)C1=O (stereo not drawn),-3%,12%,-1%
COc1cccc(Cn2cnc3c([N+](=O)[O-])c(C)c(C)cc32)c1,-3%,?,-6%
CSC(=N/N=C(\N)c1cnccn1)SC,-6%,7%,-7%
O=[N+]([O-])c1ccc2nonc2c1Nc1cccc(F)c1,0%,-9%,-1%
CCCCN(CCCC)CCNC(=O)c1cn(C)c2ccc(S(=O)(=O)N3CCOCC3)cc2c1=O,-1%,.,18%
CC(C)C(=O)Nc1ccc(C(=O)N2CCN(C(=O)c3ccco3)CC2)cc1,-1%,4%,.
CCc1cccc(C)c1NC(=O)C1CCN(C(=O)c2ccc([N+](=O)[O-])cc2)CC1,-9%,-6%,22%
CC(=O)Nc1cccc(NC(=S)Nc2cccc(Cl)c2Cl)c1,23%,-1%,1%
CC(C)(C)C(=O)Nc1nc(-c2ccc3c(c2)OCO3)cs1,?,-1%,1%
COc1cccc(C(=O)Oc2cc(C)[nH]c(=O)c2[N+](=O)[O-])c1,-5%,-6%,-3%
C=CCn1cnc2c(nnn2-c2ccc(C)c(Cl)c2)c1=O,-17%,2%,4%
O=C(c1ccco1)N1C(=O)c2cccc3cccc1c23,-5%,23%,2%
Cc1ccc(OCC(=O)O/N=C(\N)c2ccncc2)cc1C,-2%,-5%,1%
CCSC[C@H](NC(=O)[C@H](C)NC(=O)[C@@H](N)Cc1ccc(O)cc1)C(=O)N[C@@H](CC(=O)O)C(=O)N[C@H](C(=O)N[C@@H](C)C(=O)N[C@H](C(=O)N[C@@H](CSCC)C(=O)N[C@H](C(=O)N[C@H](C(=O)N[C@@H](Cc1cnc[nH]1)C(=O)N[C@@H](CCCNC(=N)N)C(=O)N[C@@H](CC(C)C)C(=O)N[C@@H](C)C(=O)NCC(=O)N[C@@H](CC(C)C)C(=O)N[C@@H](CC(C)C)C(=O)N[C@@H](CO)C(=O)N[C@@H](CCCNC(=N)N)C(=O)N[C@@H](CO)C(=O)NCC(=O)NCC(=O)N[C@H](C(=O)N[C@H](C(=O)N[C@@H](CCCCN)C(=O)N[C@@H](CC(N)=O)C(=O)N[C@@H](CC(N)=O)C(=O)N[C@@H](Cc1ccccc1)C(=O)N[C@H](C(=O)N1CCC[C@H]1C(=O)N[C@H](C(=O)N[C@@H](CC(N)=O)C(=O)N[C@H](C(=O)NCC(=O)N[C@@H](CO)C(=O)N[C@@H](CCCCN)C(=O)N[C@@H](C)C(=O)N[C@@H](Cc1ccccc1)C(N)=O)C(C)C)[C@@H](C)O)C(C)C)C(C)C)C(C)C)[C@@H](C)O)C(C)C)[C@@H](C)O)[C@@H](C)O,-28%,-21%,.
COCCCNC(=O)C[C@H]1C[C@H](C(=O)N2CCOCC2)[C@@]2(C)c3[nH]c4cc(-c5ccco5)ccc4c3CCN2C1=O,-4%,.,12%
COc1ccc2[nH]c(C)c(CCNC(=S)Nc3ccc(F)cc3)c2c1,-7%,5%,6%
Cc1cc(C)cc(NC(=S)N2CCC(NC(=O)c3ccco3)CC2)c1,-2%,-6%,4%
Nc1nnnn1/N=C/c1cc(Cl)cc(Cl)c1O,-21%,2%,-13%
COc1cccc(C(=O)/C=C/c2ccc(SC)cc2)c1,-8%,-16%,-2%
O=C(NCc1cccs1)c1ccc2c(c1)sc1nc(-c3ccc(F)cc3)cn12,-2%,.,4%
Cc1nc(N=Nc2cc([N+](=O)[O-])ccc2Cl)c(COP(=O)(O)O)c(C=O)c1O,?,-3%,.
Cc1ccc(Nc2nc(CSc3nnnn3-c3ccccc3)cc(=O)[nH]2)cc1,-29%,1%,6%
O=C(CSCc1c[nH]c(=O)[nH]c1=O)OCC(=O)c1ccc(Br)cc1,4%,4%,-17%
CC(C)(C)C(=O)Nc1nnc(SCC(=O)Nc2nccs2)s1,1%,-8%,-5%
Cc1cccc(-c2nnc(SCc3nc4ccccc4[nH]3)n2Cc2ccco2)c1,-4%,-5%,-8%
CCCCn1c(SCC(=O)N(C)C)nnc1-c1ccncc1,-1%,14%,7%
CC(=O)Nc1cc2c3c(c1)CCC(=O)N3CCC2,-2%,1%,-13%
Cn1nnnc1SCCNCc1cc(Br)ccc1OCc1ccccc1Cl,-7%,.,-20%
O=C(O)CCCNc1n[nH]c(=O)[nH]c1=O,-3%,9%,16%
CC(Sc1nnc(-c2cccs2)n1C1CC1)C(=O)NCC1CCCO1 (stereo not drawn),-4%,.,1%
COc1ccc(-c2nnc(OCc3nc4ccccc4n3C)c3ccccc23)cc1,-1%,20%,-2%
CC(C)(C)c1ccc(C(=O)NCC(=O)NCC(C)(C)N2CCOCC2)cc1,1%,-1%,-1%
COc1cc(NC(=O)c2nc3cc(C)c(C)cc3n(C)c2=O)cc(OC)c1OC,-2%,.,-7%
Cc1onc(-c2c(Cl)cccc2Cl)c1C(=O)NN1CCCCCC1,-5%,-20%,9%
CC(=O)N1CCC2(CCCN(Cc3ccc(C#N)cc3)C2)CC1,-6%,12%,.

# 13 entries from above, with tabs.
compound	GCN5L2 inh	N370S GC mod	FEN1 inhibitor
O=C(NCc1cccs1)c1ccc2c(c1)sc1nc(-c3ccc(F)cc3)cn12	-2%	.	4%
Cc1nc(N=Nc2cc([N+](=O)[O-])ccc2Cl)c(COP(=O)(O)O)c(C=O)c1O	?	-3%	.
Cc1ccc(Nc2nc(CSc3nnnn3-c3ccccc3)cc(=O)[nH]2)cc1	-29%	1%	6%
O=C(CSCc1c[nH]c(=O)[nH]c1=O)OCC(=O)c1ccc(Br)cc1	4%	4%	-17%
CC(C)(C)C(=O)Nc1nnc(SCC(=O)Nc2nccs2)s1	1%	-8%	-5%
Cc1cccc(-c2nnc(SCc3nc4ccccc4[nH]3)n2Cc2ccco2)c1	-4%	-5%	-8%
CCCCn1c(SCC(=O)N(C)C)nnc1-c1ccncc1	-1%	14%	7%
CC(=O)Nc1cc2c3c(c1)CCC(=O)N3CCC2	-2%	1%	-13%
Cn1nnnc1SCCNCc1cc(Br)ccc1OCc1ccccc1Cl	-7%	.	-20%
O=C(O)CCCNc1n[nH]c(=O)[nH]c1=O	-3%	9%	16%
CC(Sc1nnc(-c2cccs2)n1C1CC1)C(=O)NCC1CCCO1 (stereo not drawn)	-4%	.	1%
COc1ccc(-c2nnc(OCc3nc4ccccc4n3C)c3ccccc23)cc1	-1%	20%	-2%
CC(C)(C)c1ccc(C(=O)NCC(=O)NCC(C)(C)N2CCOCC2)cc1	1%	-1%	-1%

# (further entries)
SMILES,GCN5L2 inh,N370S GC mod,FEN1 inhibitor
O=C(NCc1cccc(Cl)c1)NCc1cccc(Cl)c1,-5%,7%,1%
CCOC(=O)c1c(Nc2cccc(O)c2)nnc(-c2ccccc2)c1-c1ccccc1,-16%,.,?
CCOC(=O)c1ccc(NC(=O)CSc2nnc(COc3ccccc3OC)n2CC)cc1,2%,7%,2%
Cn1nnnc1SCC(=O)Nc1cccc([N+](=O)[O-])c1,-3%,4%,12%
COc1cccc(NC(=O)c2ccccc2-c2nc(-c3cccc(C)c3)no2)c1,-12%,?,-8%
COc1ccc(Nc2nc(NCC3CCCO3)c3ccccc3n2)c(OC)c1 (stereo not drawn),-5%,-15%,?
Cc1ccc(C(=O)COC(=O)c2ccccc2N2C(=O)C3C4CCC(C4)C3C2=O)cc1C (stereo not drawn),0%,9%,-19%
Cc1ccc(-n2c(Cc3ccccc3)n[nH]c2=S)c(C)c1,-5%,-6%,18%
CCCCn1c(-c2ccccc2)cnc1SCC(=O)NCCc1ccc(OC)c(OC)c1,-18%,1%,-20%
COc1ccc(CCNC(=O)Cc2cc(=O)[nH]c(=O)[nH]2)cc1OC,-9%,-1%,1%

# Bioassay records (PubChem BioAssay)
